KCNQ1 pot: potentiates or activates the human KCNQ1 potassium channel; P51787; CHO-K1 KCNQ1, thallium flux FluxOR fluorescence; stronger effect = higher value; B-score at 10 µM; actives 0.35% (n = 310,000);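 active = fluorescence ratio B-score, a plate-corrected score, at least three library SD, with initial intensity B-score within 5 SD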
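Assay system: CHO-K1 cells stably expressing KCNQ1; Medium: assay buffer with matched DMSO; Also added: K+/Tl+ depolarizing stimulus; Dosing: single dose; Timing: dye 90 min, compound 20 min, room temperature; Measured by: kinetic FluxOR thallium fluorescence, 10-s 1-Hz baseline, 110-s post-stimulus read; Read-out: peak-minus-minimum fluorescence over initial fluorescence, negative-control normalized, B-scored.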
HDAC3 inh: blocks human histone deacetylase 3. recombinant HDAC3, fluorogenic peptide/trypsin coupled, fluorescence. inhibition, % at 8.3 µM. O15379. AID 2718. actives 0.15% (n = 320,000); in the data active = inhibition above about 26%, passing the limit was not always enough
GSK3 alpha inh: inhibitors of human GSK-3 alpha kinase; actives 0.1% (n = 320,000); P49840; ADP-Glo luminescence, 60 min; inhibition, % at 10 µM; AID 2650;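 in the data active = inhibition above about 50%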;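 also: GST-tagged GSK-3 alpha with peptide substrate and 25 µM ATP; 0% = DMSO neutral wells and 100% = GW8510 positive control wells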
KCNK3 inh: human KCNK3 channel inhibition, primary screen; AID 602410; O14649; actives 0.84% (n = 340,000); B-score at 10 µM; CHO-KCNK3 thallium flux, FluxOR fluorescence; stronger effect = lower value;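 active = B-score under library mean minus 4 SD, starting fluorescence ratio at most library mean plus 5 SD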;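 also: more negative B-score means stronger inhibition of thallium flux through KCNK3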
KCNK9 block: blocks the human KCNK9 two-pore domain potassium channel; Q9NPC2; HEK293 KCNK9, FluxOR thallium flux fluorescence; stronger effect = lower value; B-score at 10 µM; actives 1.2% (n = 310,000);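 active = ratio B-score over 3 SD below the library mean, with starting fluorescence within 5 SD of its mean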;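 also: negative B-score means less thallium flux so channel inhibition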
Target sequence (Q9NPC2 whole entry, looked up, the tested form may be a part): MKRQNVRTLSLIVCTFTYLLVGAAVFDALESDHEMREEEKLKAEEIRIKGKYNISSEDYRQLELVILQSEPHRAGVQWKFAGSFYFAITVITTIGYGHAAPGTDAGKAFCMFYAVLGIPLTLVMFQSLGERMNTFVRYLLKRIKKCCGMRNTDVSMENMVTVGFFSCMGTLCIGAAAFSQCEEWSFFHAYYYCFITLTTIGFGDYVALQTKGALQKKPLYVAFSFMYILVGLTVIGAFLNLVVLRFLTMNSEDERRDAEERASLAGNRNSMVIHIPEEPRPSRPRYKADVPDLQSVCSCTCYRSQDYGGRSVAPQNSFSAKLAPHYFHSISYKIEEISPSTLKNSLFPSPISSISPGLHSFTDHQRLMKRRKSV
KCNQ1 block: blocks the human KCNQ1 potassium channel | CHO-K1 KCNQ1, FluxOR thallium flux fluorescence; stronger effect = higher value | B-score at 10 µM | actives 1.3% (n = 310,000) | AID 2642;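 active = compounds whose thallium flux B-score, printed positive for inhibition, exceeds three library SD while starting fluorescence stays within three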;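 also: channel opened by potassium depolarization with thallium stimulus after 20 min compound exposure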
RGS4 pot: RGS4 potentiation or activation | B-score at 10 µM | actives 0.92% (n = 310,000) | HEK293 M3R/inducible RGS4, carbachol calcium flux Fluo4; stronger effect = lower value;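 active = B-score of the integrated calcium signal more than 4 SD below the library mean, with starting fluorescence not abnormally high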;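 also: negative B-score means reduced calcium response which marks RGS4 activation or potentiation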
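Test system: HEK293 cells with stable M3R and inducible RGS4; also added: carbachol at ECmax as muscarinic agonist stimulus; schedule: dye loading 30 min 37 °C, buffer rest 30 min RT; technique: kinetic calcium fluorescence imaging with Fluo4-AM dye, 2 µM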
Dyrk1A ADPGlo: blocks rat Dyrk1A kinase activity | Q63470 | ADP-Glo luminescence, NFATc1 peptide | inhibition, % at 12.5 µM | actives 0.43% (n = 310,000); in the data active = inhibition above about 50%;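 also: plate controls were vehicle with enzyme for no effect and no enzyme for full effect; many of its hits are not listed in these tables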
hERG rescue: shields human hERG channel from block by proarrhythmic agents | CHO-hERG, FluxOR thallium flux, dofetilide IC70 present | activation (rescue from dofetilide block), less the hit threshold, % at 10 µM | actives 0.51% (n = 310,000) | AID 1511;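 active = activation above the mean of controls blocked by dofetilide plus 5 SD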;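 also: thallium influx through hERG after potassium depolarization seen as dye fluorescence rise; in these data hits start at about 4.7%; inactives centre near -7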
GSK3B inh: inhibitors of human GSK3beta kinase; activity score (negative = inhibition), % at 10 µM; actives 0.038% (n = 300,000); GST-GSK3beta kinase, ADP-Glo luminescence, 60 min; stronger effect = lower value; P49841;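 active = more than half of replicate wells score below -50%, meaning over 50% inhibition versus plate controls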;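 also: 0% = median DMSO wells and -100% = median GW8510 positive control wells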
Target sequence (P49841 whole entry, looked up): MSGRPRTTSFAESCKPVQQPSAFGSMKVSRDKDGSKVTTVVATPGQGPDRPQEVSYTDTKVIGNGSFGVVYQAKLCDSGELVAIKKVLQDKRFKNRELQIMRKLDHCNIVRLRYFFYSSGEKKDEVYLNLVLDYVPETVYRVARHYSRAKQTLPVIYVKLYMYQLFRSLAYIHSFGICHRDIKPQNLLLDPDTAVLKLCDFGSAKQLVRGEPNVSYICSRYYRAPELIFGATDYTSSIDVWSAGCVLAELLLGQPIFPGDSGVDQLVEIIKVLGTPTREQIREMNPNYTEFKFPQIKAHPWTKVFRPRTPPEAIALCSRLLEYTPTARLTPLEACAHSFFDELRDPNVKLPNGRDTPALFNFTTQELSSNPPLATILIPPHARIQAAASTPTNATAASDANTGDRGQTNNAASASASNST
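Assay system: GST-tagged human GSK3beta kinase, cell-free; Input: 1.6 ng GSK3beta; Medium: Tris/MgCl2 kinase buffer; Timing: 60 min enzyme reaction, room temperature; Signal: ADP-Glo luminescence quantifying ADP generated by kinase; Evaluation: score relative to plate controls; Benchmarks: DMSO neutral wells and GW8510 at 20 µM as positive.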
PolyA inhibitor: yeast polyadenylation inhibition | AID 1875 | S. cerevisiae SKY197-pL101 polyadenylation reporter, beta-gal luminescence; efflux-impaired pdr1/pdr3 knockout yeast; score 100 = 6 SD above DMSO | calls only at 12 µM | actives 0.02% (n = 300,000);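 active = lowest replicate activity score at least 50, where 100 means six control SD above control mean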;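 also: yeast exposed to compound for 9 h at 30 °C; higher score means more reporter readthrough which indicates perturbed polyadenylation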
Active calls of the source: *; i = inactive; · = no result given.

SMILES	KCNQ1 pot	HDAC3 inh	GSK3 alpha inh	KCNK3 inh	KCNK9 block	KCNQ1 block	RGS4 pot	Dyrk1A ADPGlo	hERG rescue	GSK3B inh	PolyA inhibitor
COc1ccc(C(=O)O)cc1S(=O)(=O)N1CCSCC1	i	0	-4	i	i	i	i	-3	-5	-2	i
Cc1cc(N2CCN(c3ccccc3)CC2)n2cc(-c3ccccc3)nc2n1	i	-3	-2	i	i	i	i	-2	-20	2	i
CC(=O)Nc1cc(S(=O)(=O)Nc2ccc(C)cc2)c(C)cc1C	i	4	-1	i	i	i	i	-1	-9	0	i
COc1ccc(OCC(=O)NNC(=O)c2cccc(O)c2)cc1	i	6	-3	i	i	i	i	-1	-9	-2	i
Cc1cc(=O)[nH]c(-n2[nH]c3c(c2=O)CCCC3)n1	i	8	-1	i	i	i	i	1	-5	2	·
COc1ccc(CNC(=O)COC(=O)c2c(-c3c(F)cccc3Cl)noc2C)cc1OC	i	1	-2	i	i	i	i	1	-11	·	i
O=C1CCc2cc(S(=O)(=O)NC(Cc3ccccc3)C(=O)NCCC3=CCCCC3)ccc2N1 (stereo unspecified)	i	8	-2	i	i	i	i	-3	-4	0	i
COc1cccc(OC)c1NC(=O)CN1CCC(NC(=O)c2cccc(F)c2)CC1	i	0	0	i	i	i	i	-3	-14	1	i
Cc1ccc(Cl)cc1NC(=O)N[C@@H](C)C(=O)O	i	-6	-5	i	i	i	i	-40	-11	1	i
CCOc1nc(NCCN2CCOCC2)nc(NC(C)C)n1	i	2	-2	i	i	i	i	·	-9	-1	i
COC(=O)CCCC(=O)N1CCC(CO)(CCc2ccccc2)CC1	i	-4	-1	i	i	i	i	6	2	6	i
COc1ccc(C(=O)Nc2cc3c(cc2Cl)OCCCO3)cc1	i	-4	4	i	i	i	i	11	-2	4	i
Cc1cc(OCC(=O)c2cccc(C(F)(F)F)c2)n2cnnc2n1	i	0	-4	i	i	i	i	-1	-6	5	i
CCC(NC(=O)c1ccccc1NC(=O)c1ccc(C)cc1)C(=O)O (stereo unspecified)	i	-1	-5	i	i	i	i	-4	-4	-4	i
Nc1cc2c(cc1[N+](=O)[O-])OCCO2	i	3	-3	i	i	i	i	0	-6	1	i
O=C(CN1CCOCC1)Nc1c2c(nc3ccccc13)N(Cc1ccccc1)CC2	i	1	0	i	i	i	i	-4	-7	1	i
CN(C)c1ccc(CNC(=O)CN2C(=O)COc3ccc(S(=O)(=O)N4CCCC4)cc32)cc1	i	-9	-2	i	i	i	i	0	-6	2	i
Cn1c(CNC(=O)C(C)(C)C)nc2ccccc21	i	-6	-3	i	i	i	i	-1	-9	-3	i
Cc1ccc(Cn2cc(/C=N/NC(=O)Cc3nnc(NC(=O)c4ccc(C)cc4)s3)c3ccccc32)cc1	i	-4	-3	i	i	i	i	-1	-9	-1	i
CCOC(=O)N1CCC(NC(=O)C2=C(C)C(=O)OC23CCC(C)CC3)CC1 (stereo unspecified)	i	3	0	i	i	i	i	4	-8	2	i
CCN(CC(=O)NCc1cccs1)C(=O)/C=C/c1cccc(OC)c1OC	i	-4	-1	i	i	i	i	·	-10	2	i
C=CCSC1=N/C(=C\c2ccc(C(=O)O)cc2)C(=O)S1	i	-15	-1	i	i	i	i	-2	-11	4	i
O=C(COc1ncnc2ccccc12)Nc1cccc([N+](=O)[O-])c1	i	-12	1	i	i	i	i	0	-8	0	i
O=C(CSc1nc(-c2ccncc2)nn1CC(=O)N1CCCCC1)NC1CCCC1	i	·	·	i	i	i	i	1	-10	1	i
CN(C)c1ccc(/C=N\NC(=O)c2cccc3cc[nH]c23)cc1	i	-3	-9	i	i	i	i	-2	-6	2	i
CCCCC(=O)OCC(=O)c1ccc(OCC)cc1	i	-1	-3	i	i	i	i	-4	-7	3	i
CCC(=O)Nc1ccc(-c2cc3ccccc3oc2=O)cc1	i	3	-3	i	i	i	i	-3	-11	-2	i
Cc1ccc(C)n1-c1ccc(C(=O)Nc2ccccc2F)cc1	i	-6	0	i	i	i	i	0	-16	0	i
Cc1cccc(NC(=O)Cn2cnc3c(cnn3-c3ccc(F)cc3)c2=O)c1C	i	-10	2	i	i	i	i	3	-2	3	i
Cc1nn(C)cc1C1C2=C(CC(C)(C)CC2=O)N(c2ccccc2)C2=C1C(=O)CC(C)(C)C2	i	-2	-1	i	i	i	i	2	-10	2	i

Laid out differently: 16 of the compounds above
| Compound | KCNQ1 pot | HDAC3 inh | GSK3 alpha inh | KCNK3 inh | KCNK9 block | KCNQ1 block | RGS4 pot | Dyrk1A ADPGlo | hERG rescue | GSK3B inh | PolyA inhibitor |
| --- | --- | --- | --- | --- | --- | --- | --- | --- | --- | --- | --- |
| Nc1cc2c(cc1[N+](=O)[O-])OCCO2 | i | 3 | -3 | i | i | i | i | 0 | -6 | 1 | i |
| O=C(CN1CCOCC1)Nc1c2c(nc3ccccc13)N(Cc1ccccc1)CC2 | i | 1 | 0 | i | i | i | i | -4 | -7 | 1 | i |
| CN(C)c1ccc(CNC(=O)CN2C(=O)COc3ccc(S(=O)(=O)N4CCCC4)cc32)cc1 | i | -9 | -2 | i | i | i | i | 0 | -6 | 2 | i |
| Cn1c(CNC(=O)C(C)(C)C)nc2ccccc21 | i | -6 | -3 | i | i | i | i | -1 | -9 | -3 | i |
| Cc1ccc(Cn2cc(/C=N/NC(=O)Cc3nnc(NC(=O)c4ccc(C)cc4)s3)c3ccccc32)cc1 | i | -4 | -3 | i | i | i | i | -1 | -9 | -1 | i |
| CCOC(=O)N1CCC(NC(=O)C2=C(C)C(=O)OC23CCC(C)CC3)CC1 (stereo unspecified) | i | 3 | 0 | i | i | i | i | 4 | -8 | 2 | i |
| CCN(CC(=O)NCc1cccs1)C(=O)/C=C/c1cccc(OC)c1OC | i | -4 | -1 | i | i | i | i | · | -10 | 2 | i |
| C=CCSC1=N/C(=C\c2ccc(C(=O)O)cc2)C(=O)S1 | i | -15 | -1 | i | i | i | i | -2 | -11 | 4 | i |
| O=C(COc1ncnc2ccccc12)Nc1cccc([N+](=O)[O-])c1 | i | -12 | 1 | i | i | i | i | 0 | -8 | 0 | i |
| O=C(CSc1nc(-c2ccncc2)nn1CC(=O)N1CCCCC1)NC1CCCC1 | i | · | · | i | i | i | i | 1 | -10 | 1 | i |
| CN(C)c1ccc(/C=N\NC(=O)c2cccc3cc[nH]c23)cc1 | i | -3 | -9 | i | i | i | i | -2 | -6 | 2 | i |
| CCCCC(=O)OCC(=O)c1ccc(OCC)cc1 | i | -1 | -3 | i | i | i | i | -4 | -7 | 3 | i |
| CCC(=O)Nc1ccc(-c2cc3ccccc3oc2=O)cc1 | i | 3 | -3 | i | i | i | i | -3 | -11 | -2 | i |
| Cc1ccc(C)n1-c1ccc(C(=O)Nc2ccccc2F)cc1 | i | -6 | 0 | i | i | i | i | 0 | -16 | 0 | i |
| Cc1cccc(NC(=O)Cn2cnc3c(cnn3-c3ccc(F)cc3)c2=O)c1C | i | -10 | 2 | i | i | i | i | 3 | -2 | 3 | i |
| Cc1nn(C)cc1C1C2=C(CC(C)(C)CC2=O)N(c2ccccc2)C2=C1C(=O)CC(C)(C)C2 | i | -2 | -1 | i | i | i | i | 2 | -10 | 2 | i |

Carrying on:
SMILES	KCNQ1 pot	HDAC3 inh	GSK3 alpha inh	KCNK3 inh	KCNK9 block	KCNQ1 block	RGS4 pot	Dyrk1A ADPGlo	hERG rescue	GSK3B inh	PolyA inhibitor
CS(=O)(=O)Nc1ccc(C(=O)NCC2CCCO2)cc1 (stereo unspecified)	i	-10	0	i	i	i	i	-1	-4	1	i
COCCn1c(N2CCN(c3ccc(OC)cc3)CC2)nc2c1c(=O)n(C)c(=O)n2C	i	-3	1	i	i	i	i	-1	-8	2	i
CCc1c(SCCC(=O)O)nc2ccccc2c1C	i	4	-3	i	i	i	i	5	-3	-1	i
O=C(Nc1cccc(S(=O)(=O)N2CCCCC2)c1)Nc1ccc(Cl)cc1Cl	i	4	-4	i	i	7*	i	0	-10	0	i
CC(C)OC(=O)Cn1nc(C(F)(F)F)c2c1CCCC2	i	-6	1	i	i	i	i	-6	0	1	i
COc1ccc(N2CCN(c3nc(NC(C)(C)C)nc(N4CCCCC4)n3)CC2)cc1	i	2	0	i	i	i	i	-10	-12	2	i
CCCCOc1ccc(-c2cc(C(=O)NNC(=S)NCC)c3ccccc3n2)cc1	i	-2	1	i	i	i	i	3	-16	-4	i
Cc1ccc(S(=O)(=O)NCC(=O)N(CC(=O)NCC2CCCO2)CC2CCCO2)cc1 (stereo unspecified)	i	3	-2	i	i	i	i	1	-9	-1	i
Cc1cc(C)c(NC(=S)N(CCCN2CCN(C)CC2)Cc2cccs2)c(C)c1	i	8	-1	i	i	i	i	-3	4	0	i
O=S(=O)(c1cc(Cl)ccc1Cl)N1CCCCC1	i	-8	-4	i	i	i	i	0	-16	2	i
CSc1ncc(-c2ccc(Cl)cc2)[nH]1	i	-4	-1	i	i	i	i	20	-5	-15	i
O=C(O)C1C2C=CC(C2)C1C(=O)NC1CCS(=O)(=O)C1 (stereo unspecified)	i	-8	0	i	i	i	i	11	-3	-1	i
Cc1cccc(/C=N/N(CCO)C2=NS(=O)(=O)c3ccccc32)c1	i	3	1	i	i	i	i	12	-12	1	i
O=C(NCc1ccco1)c1cc(S(=O)(=O)N2CCOCC2)c(Cl)cc1Cl	i	·	·	i	i	i	i	6	-7	0	i
Cc1ccc(S(=O)(=O)NC(=O)NC(C)Cc2ccccc2)cc1 (stereo unspecified)	i	6	-4	i	i	i	i	1	-9	2	i
C/C(=N\NC(=O)COc1ccccc1)c1cccs1	i	0	0	i	i	i	i	1	-4	2	i

This is a subset; rates above refer to the full screens.
